High-throughput results deposited in PubChem BioAssay by Broad Institute.
INS-1E GSIS act = GLuc luminescence reporter in INS-1E cells, primary screen for activators of glucose-dependent secretion of insulin; AID 743287; activation, % at 16.6 µM; hit rate 0.61% among 370,000; INS-1E GLuc reporter insulin secretion, 2-3 h;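 active = lowest replicate activation of at least 40%, so every replicate reaches that level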;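 note: 0% = median of neutral control wells and 100% = median of IBMX positive control wells; some compounds called inactive have numbers as strong as hits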
ARNT TACC3 PPI = disruptors of human ARNT/TACC3 interaction | Q9Y6A5 | AlphaScreen His-ARNT PAS-B/GST-TACC3 binding, luminescence; TACC3 fragment carries E629A point mutation | inhibition, % at 9.99 µM | hit rate 0.66% among 390,000 | AID 623870;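 active = mean inhibition of replicates at least 50% and at least half of replicates each reaching 50%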;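 note: 0% = complete ARNT plus TACC3 wells and 100% = ARNT alone without TACC3; many hits fall short of the cut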
Xi reactivation = X-chromosome reactivation activator. XiGFP mouse fibroblasts, % GFP-positive cells imaging, 3 d; cells co-treated with 5-aza-dC sensitizer; scaled so ellipticine positive control = 100%. AID 743238. hit rate 0.055% among 360,000. activation, % at 7.58 µM;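 active = mean normalized replicate activation at least 10% and every replicate at or above 10%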;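 note: 0% = median of on-plate neutral control wells and 100% = ellipticine 6 µM median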
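System: SV40-immortalized XiGFP fibroblast cells, line 68-5-11 / Incubation: 3-day compound exposure, then 15 min fixation at room temperature / Compound: single concentration per compound, delivered by pin transfer / Buffer or medium: DMEM plus 5-aza-dC sensitizer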
RAD54 branch = inhibitors of human RAD54 branch migration. AID 602329. hit rate 0.14% among 360,000. inhibition, % at 10.4 µM. RAD54 Holliday junction branch migration, FAM/BHQ fluorescence;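 active = mean normalized replicate activity at least 40 and at least half of replicates scoring 40 or more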;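 note: 0% = median of neutral control wells and 100% = median of positive control wells; inhibitors cause a drop in the FAM fluorescence signal; in these data hits start at about 50%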
RAD52 anneal inh = inhibitors of human RAD52 DNA annealing; P43351; recombinant RAD52 DNA annealing, FRET fluorescence; inhibition, % at 18.7 µM; hit rate 0.46% among 360,000; AID 651710;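 active = every replicate showing at least 50% inhibition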
F508del corr = correctors of CFTR F508del function in bronchial epithelial cells | CFBE cells, YFP halide quenching; stimulated with forskolin plus potentiator P3; % fluorescence drop versus neutral controls | activity (quench increase), % at 7.58 µM | hit rate 0.36% among 350,000 | AID 720511;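 active = mean added fluorescence quench of at least 8% versus neutral control, with both replicates also reaching 8%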;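 note: cells transiently co-express mutant CFTR-F508del with the halide-sensitive YFP; corrector assay measuring rescue of mutant channel to the surface after 24 h compound exposure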
esBAF inh = blocks esBAF chromatin remodeling in mouse ES cells; Bmi1-luciferase knock-in reporter, 24 h; 100% = twice the neutral-well signal; reporter increase, % at 12.5 µM; hit rate 2% among 350,000; AID 602393; in the data active = activation above about 40%;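 note: 0% = median of the plate's neutral control wells and 100% = double that signal; a rise in the Bmi1 reporter signal indicates esBAF inhibition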
ERAP1 inh = inhibitors of human ERAP1 aminopeptidase; inhibition, % at 10.7 µM; hit rate 0.15% among 340,000; Q9NZ08; recombinant ERAP1, Leu-AMC fluorescence, 60 min;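 active = mean replicate inhibition of at least 30%, or all replicates individually reaching that 30% level; inactive = mean below 30% and not every replicate reaching it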;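 note: 0% = neutral control wells and 100% = L-leucinethiol positive control wells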
Target sequence (Q9NZ08 whole entry, looked up): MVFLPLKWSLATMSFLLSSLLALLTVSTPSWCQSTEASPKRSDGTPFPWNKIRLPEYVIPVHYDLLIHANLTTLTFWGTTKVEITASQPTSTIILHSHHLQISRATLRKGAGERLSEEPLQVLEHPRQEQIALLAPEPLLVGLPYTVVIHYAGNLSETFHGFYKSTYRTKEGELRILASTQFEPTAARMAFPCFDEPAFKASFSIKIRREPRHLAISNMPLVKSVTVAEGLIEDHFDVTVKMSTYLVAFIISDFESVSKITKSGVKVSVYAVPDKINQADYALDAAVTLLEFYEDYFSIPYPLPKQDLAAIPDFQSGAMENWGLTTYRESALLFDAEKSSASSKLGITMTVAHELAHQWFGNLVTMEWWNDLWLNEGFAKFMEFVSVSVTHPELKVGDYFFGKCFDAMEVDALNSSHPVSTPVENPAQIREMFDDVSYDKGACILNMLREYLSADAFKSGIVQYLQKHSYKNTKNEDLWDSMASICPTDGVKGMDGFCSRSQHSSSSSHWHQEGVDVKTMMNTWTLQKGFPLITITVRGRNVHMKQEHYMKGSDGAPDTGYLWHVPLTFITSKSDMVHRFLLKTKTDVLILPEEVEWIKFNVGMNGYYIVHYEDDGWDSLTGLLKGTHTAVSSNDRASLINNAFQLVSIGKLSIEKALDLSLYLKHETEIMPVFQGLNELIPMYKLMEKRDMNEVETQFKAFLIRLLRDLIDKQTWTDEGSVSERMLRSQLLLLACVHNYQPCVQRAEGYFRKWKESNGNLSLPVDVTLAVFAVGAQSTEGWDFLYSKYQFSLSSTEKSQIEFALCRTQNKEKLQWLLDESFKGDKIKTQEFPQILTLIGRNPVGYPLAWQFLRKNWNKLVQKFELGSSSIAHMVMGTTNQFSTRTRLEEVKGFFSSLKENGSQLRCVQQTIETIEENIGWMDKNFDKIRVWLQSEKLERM
Starred values were filed as active, the others as inactive; . = not tested or not shown; & = joins results of further samples.

Order of values – INS-1E GSIS act, ARNT TACC3 PPI, Xi reactivation, RAD54 branch, RAD52 anneal inh, F508del corr, esBAF inh, ERAP1 inh
1	C[C@@H]1CN([C@H](C)CO)C(=O)Cc2cc(NC(=O)Nc3ccccc3)ccc2O[C@@H]1CN(C)Cc1ccncc1
 : 3, 13, -0.8, 0, -5, -1.4, 8, 10
2	Cc1cc(C)c2cc(C#N)c(SCC(=O)Nc3ccc4c(c3)OCO4)nc2c1
 : 13, 0, -0.2, ., -38, 1.3, ., -5
3	CCOc1cccc(OCCOc2ccc(C(=O)c3ccccc3)cc2)c1
 : 14, -4, 0.3, 2, -10, ., -8, -2
4	CCOc1cc(N2CCOCC2)c(OCC)cc1NC(=O)CN1C(=O)NC2(CCCCCCC2)C1=O
 : 4, -7, -0.1, 9, -8, 0.8, -4, 16
5	CCCNC(=O)N(C)C[C@@H]1Oc2cc(-c3ccncc3)ccc2S(=O)(=O)N([C@H](C)CO)C[C@H]1C
 : 20, -6, -1.5, 1, -12, -0.8, -4, -2
6	Cc1c(C(=O)N2CCCc3ccccc32)oc2ccc(S(=O)(=O)N3CCOCC3)cc12
 : -25, -7, ., 3, -7, -1.8, 2, 5
7	C[C@H]1CN([C@@H](C)CO)C(=O)c2cc(C#CC3(O)CCCC3)cnc2O[C@H]1CN(C)C(=O)C1CC1
 : 2&17, -3, 0.5&0.0, -6&-5, -12&0, 0.8&1.4, 1&-1, -5&1
8	CCN(CC(=O)Nc1ccc(OC)cc1)C(=O)C1CC(=O)N(Cc2ccccc2)C1 (configuration not stated)
 : -2, ., -0.3, 4, -28, -0.8, -4, -2
9	CC(C)(C)OC(=O)C[C@@H]1C/C=C\C[C@H](CC(=O)N(CCO)Cc2ccccc2)C(=O)N[C@H](Cc2ccccc2)COC1=O
 : -30, -35, 0.1, -8, -2, 3.1, -3, -1
10	O=C(NC1CCCCC1)C1CC(=O)N(c2ccc(Cl)cc2)C1 (configuration not stated)
 : 17, -1, 0.2, -6, -21, -3.5, -6, 0
11	CC(C)CCN1C(=O)c2ccc(C(=O)Nc3ccccc3C(=O)O)cc2C1=O
 : -24, -6, 0.0, ., -13, -0.7, ., 0
12	CC(C)C[C@@H](CN1CCC[C@@H]1CN1C(=O)C(=O)NC[C@@H]1Cc1ccccc1)N1C[C@H](Cc2ccc(O)cc2)N(CC2CCCCC2)C(=O)C1=O
 : 2, -14, -0.1, -1, -5, -1.2, 5, 1
13	Cc1cc(S(=O)(=O)NCc2ccccc2)ccc1OCC(=O)NCc1ccncc1
 : 39, -4, 0.1, 19, 1, 1.2, -8, -1
14	O=P(c1ccccc1)(c1ccccc1)C(O)c1ccc(Br)cc1 (configuration not stated)
 : -2, -14, 0.3, 1, -17, -3.9, -10, 0
15	Cc1noc(C)c1S(=O)(=O)Nc1ccc2c(c1)C(=O)N([C@@H](C)CO)C[C@H](C)[C@H](CN(C)Cc1ccc(Cl)c(Cl)c1)O2
 : -11, 1, 0.0, -2, 0, -0.9, 5, 1
16	CC(C)(C)n1nc2c(c1NC(=O)COc1ccc(Cl)cc1)CS(=O)(=O)C2
 : 9, -5, 0.2, ., -12, 1.3, ., 1
17	O=C(C[C@H]1C[C@@H]2c3cc(NC(=O)Nc4ccccc4F)ccc3O[C@@H]2[C@@H](CO)O1)NC1CCCCC1
 : -29, -1, 0.1, -11, 4, 1.4, 26, 0
18	Cc1[nH]c2ccccc2c1N=Nc1c(C)n(C)n(-c2ccccc2)c1=O
 : 3, 16, 0.1, ., -8, -0.8, ., -1
19	Cc1c(C)n(CCc2c[nH]c3ccccc23)ccc1=O
 : 6, 3, 0.5, -6, -3, 2.9, -6, 2
20	CSc1ccc(CN(C)C(=O)c2cccc(S(=O)(=O)NCc3ccccc3)c2)cc1
 : -59, -1, 0.2, 2, 13, 0.0, 0, 2
21	O=C1C=C(c2cccc3c2oc2ccccc23)C[C@@H](c2ccc(F)cc2)C1
 : 24, 6, 0.0, 1, -19, 0.2, 3, 1
22	COc1ccc(N(CC(=O)NN=C2CCN(C)CC2)S(=O)(=O)c2ccccc2)c(OC)c1
 : 5, -4, ., -2, -7, 1.7, -4, -2
23	Cc1ccc(NC(=O)C(Cc2ccccc2)n2cccc2)cc1 (configuration not stated)
 : -39, 0, 2.4, ., -14, 1.7, ., -1
24	Cc1ccccc1-n1c(SCc2c(C)noc2C)nnc1-c1ccncc1
 : 3, 0, ., 1, -16, ., -1, 5
25	C[C@@H]1CCCCO[C@@H](CN(C)CC2CCCCC2)[C@H](C)CN([C@@H](C)CO)C(=O)c2cc(NC(=O)Nc3ccc(C(F)(F)F)cc3)ccc2O1
 : -20, 27, -0.1, -6, 44, -0.2, 10, 0
26	CCC(=O)c1ccc(OCC(=O)N2CCN(c3ccccn3)CC2)cc1
 : -3, 1, 0.0, 5, -1, -2.0, 0, 2
27	O=C(C[C@H]1C[C@H]2c3cc(NC(=O)Nc4ccccc4F)ccc3O[C@H]2[C@H](CO)O1)NCc1cc(F)ccc1F
 : -2, -5, -0.1, -2, 8, -0.6, -1, -1
28	O=C(N[C@H]1CC[C@H](CC(=O)N2CCc3ccccc3C2)O[C@H]1CO)C1CCOCC1
 : -12, 6, 0.3, 2, -3, 2.3, -1, -1
29	C[C@H](CO)N1C[C@H](C)[C@H](CN(C)C(=O)C2CCCCC2)OCCCC[C@H](C)Oc2ccc(NC(=O)Nc3ccc(C(F)(F)F)cc3)cc2C1=O
 : 14, ., -0.7, -1, -13, 3.9, 2, 2
30	O=C(CSc1nccn(-c2ccc(F)c(Cl)c2)c1=O)NC1CCCC1
 : 24, -2, 0.3, ., -83, -0.2, 8, 2

Reformatted as tab-separated lines: 2 of the compounds above.
no.	canonical_smiles	INS-1E GSIS act	ARNT TACC3 PPI	Xi reactivation	RAD54 branch	RAD52 anneal inh	F508del corr	esBAF inh	ERAP1 inh
12	CC(C)C[C@@H](CN1CCC[C@@H]1CN1C(=O)C(=O)NC[C@@H]1Cc1ccccc1)N1C[C@H](Cc2ccc(O)cc2)N(CC2CCCCC2)C(=O)C1=O	2	-14	-0.1	-1	-5	-1.2	5	1
13	Cc1cc(S(=O)(=O)NCc2ccccc2)ccc1OCC(=O)NCc1ccncc1	39	-4	0.1	19	1	1.2	-8	-1

Further records
Order of values – INS-1E GSIS act, ARNT TACC3 PPI, Xi reactivation, RAD54 branch, RAD52 anneal inh, F508del corr, esBAF inh, ERAP1 inh
31	C=CCC(c1ccccc1)N(C(C)=O)c1ccco1 (configuration not stated)
 : 0, -5, -0.1, -3, -8, -1.5, -6, 0
32	COc1ccc(-c2nc3ccccc3c(=O)n2-c2c(C)n(C)n(-c3ccccc3)c2=O)cc1
 : -2, 0, 0.2, -6, 0, 0.1, -5, .
33	O=C(Nc1ccccc1)c1cc([N+](=O)[O-])ccc1Cl
 : ., 0, 0.0, 14, 2, 0.8, -11, -1
34	O=C(C[C@@H]1CC[C@@H]2[C@H](COC[C@H](O)CN2C(=O)C2CC2)O1)NCc1ccccc1Cl
 : 9, 1, 0.4, 1, 3, 2.1, -2, 0
35	COC(=O)C1(C)NC(c2ccc(Cl)cc2)C2C(=O)N(c3ccccc3)C(=O)C21 (configuration not stated)
 : -11, -8, 0.1, 4, 11, 1.0, 2, 0
36	CCOC(=O)Cc1csc(NC(=S)NC(=O)c2ccccc2C)n1
 : -12, -11, ., 3, 6, 3.0, -8, -2
37	CC(C)S(=O)(=O)c1csc(NC(=O)Nc2ccc(Cl)cc2)c1
 : ., 18, 0.1, -18, -18, 0.7, ., .
38	O=C(NCCn1ccc2ccccc21)C1CCCCC1
 : -9, 13, -0.1, 5, -13, -0.4, 12, 3
39	CCOC(=O)c1sc(C)c(C(=O)NC2CCCCC2)c1N
 : 1, 9, ., 4, ., ., 10, .
40	CNC(=O)CSc1nnc(-c2cccnc2)n1-c1ccc(C)cc1
 : 7, 0, 0.2, ., 8, 1.8, ., -7
41	C[C@@H]1CN([C@H](C)CO)C(=O)c2cc(C#Cc3ccccn3)cnc2O[C@H]1CN(C)Cc1ccncc1
 : 1, -1, 0.0, -5, -119, -0.7, 4, -2
42	Cc1cc(NC(=O)C(C)Sc2nc(-c3ccccc3)cc(=O)[nH]2)no1 (configuration not stated)
 : -7, 0, 0.0, 11, -3, -2.0, 4, 4
43	CCCCCC(=O)Nc1ccc(S(=O)(=O)Nc2cc(OC)nc(OC)n2)cc1
 : 7, -30, 0.1, -4, -26, 4.3, -9, 2
44	COc1ccc(/C=C2\SC(=O)N(CCCC(=O)Nc3cc(Cl)ccc3C(=O)O)C2=O)cc1
 : 12, -3, -0.2, ., -11, -1.2, ., 1
45	Cc1cc(C)n(C(=O)CN2C(=O)c3ccccc3C2=O)n1
 : 13, 1, ., -3, -1, -1.7, 1, -1
46	O=C(Nc1ccc(F)c(Cl)c1)c1cc(C2CCCN(C(=O)C3CC3)C2)on1 (configuration not stated)
 : -13, ., 0.1, -8, -17, 0.3, 77*, 16
47	O=C(C[C@H]1CC[C@H](NS(=O)(=O)c2ccc(F)cc2)[C@@H](CO)O1)NCc1ccccc1F
 : -2, ., -0.5, ., -8, -1.3, ., -3
48	Cc1ccccc1S(=O)(=O)Cc1ccc(C(=O)NC(C)c2ccc3c(c2)OCCO3)o1 (configuration not stated)
 : -1, ., 0.0, 7, -13, 1.6, -5, .
49	O=C(NN1CCOCC1)c1ccco1
 : 9, 5, -0.1, -7, -13, 1.9, -5, 2
50	COc1ccc(N)cc1-n1cnnn1
 : -2, -3, -0.3, ., -15, 1.3, ., 3
51	C[C@@H]1CN([C@@H](C)CO)C(=O)c2cc(NC(=O)c3ccncc3)ccc2O[C@@H]1CN(C)S(=O)(=O)c1ccc(F)cc1
 : 20, 8, 0.0, -3, 10, 2.3, -1, 0
52	NC(=O)Cc1ccc(C(=O)c2ccc(Cl)cc2)s1
 : 17, 0, -0.1, 5, -24, 0.5, 17, 3
53	CCCCN(C)CCCNC(=O)c1cn(CC)c2ccc(S(=O)(=O)N3CCOCC3)cc2c1=O
 : 4, 4, 0.0, 0, -12, -0.5, 2, -7
54	O=C(NCCCN1CCCC1=O)c1cccc(S(=O)(=O)Nc2ccccc2Cl)c1
 : 2, -6, 0.4, -2, -9, 0.3, 4, -3
55	O=C(COC(=O)c1cncc(Br)c1)NCC12CC3CC(CC(C3)C1)C2
 : -2, 35, 0.0, -7, -30, -0.7, -9, -8
56	CCOc1cc(C(=O)Nc2ccc3c4c(cccc24)C(=O)N3CC)cc(OCC)c1OCC
 : 7, 3, ., -9, -43, ., -3, 2
57	Nn1c(SCc2cc([N+](=O)[O-])cc3c2OCOC3)nnc1-c1ccccn1
 : 33, -3, 0.2, ., -9, 0.9, ., -2
58	CCOC(=O)C(NC(=O)CC)(Nc1ccc(S(=O)(=O)Nc2onc(C)c2C)cc1)C(F)(F)F (configuration not stated)
 : 27, ., ., 0, -172, ., -8, 16
59	Cc1ccc(S(=O)(=O)NCC[C@@H]2CC[C@H](NC(=O)Nc3ccccc3F)[C@H](CO)O2)cc1
 : -3, -8, -0.3, -8, 9, 2.0, -3, 0
